Compound activity from PubChem BioAssay.
NCI-60 one-dose screen, 48 h, at 10 µM unless noted. Numbers give growth in % (100 = growth as untreated, 0 = no growth, -100 = all killed).
NCI-H460: NCI-H460 lung cancer; 82,000 compounds, 6.8% hits
NCI-H322M: NCI-H322M lung cancer; 80,000 compounds, 2.7% hits
COLO 205: COLO 205 colon cancer; 79,000 compounds, 7.3% hits; AID 1794742
NCI-H23: NCI-H23 lung cancer; 80,000 compounds, 4% hits; AID 1794731
IGROV1: IGROV1 ovarian cancer. 79,000 compounds, 4.7% hits. AID 1794786
NCI-H522: NCI-H522 lung cancer. 78,000 compounds, 8% hits
NCI/ADR-RES: NCI/ADR-RES ovarian cells. 81,000 compounds, 4.4% hits
NCI-H226: NCI-H226 lung cancer. 79,000 compounds, 3.5% hits. AID 1794732
SK-OV-3: SK-OV-3 ovarian cancer cells | 80,000 compounds, 3.2% hits
Numbers without * were called inactive; nt = not tested or not shown; & = joins results of further samples. How the source made its calls: active means growth percent below 10; inactive means the rest.

SMILES | NCI-H460 | NCI-H322M | COLO 205 | NCI-H23 | IGROV1 | NCI-H522 | NCI/ADR-RES | NCI-H226 | SK-OV-3
O=C(N/N=C/c1ccsc1)c1[nH]c2ccc(Br)cc2c1-c1ccccc1 | -73* | -7.3* | -63* | -78* | -57* | -71* | -42* | -49* | -37*
C1CCC(CCOCCC2CCCCC2)CC1 | 103 | 91 | 104 | 95 | 99 | 81 | 99 | 95 | 107
COc1cc(C2CC(c3ccc(Cl)cc3)=Nc3c(C)nn(-c4ccccc4)c3N2)ccc1Oc1nc2c(c(=O)n(C)c(=O)n2C)n1C (centres undefined) | 95 | 96 | 100 | 90 | 75 | 80 | 82 | 92 | 102
CCC(C)N(c1ccc(OC)cc1)c1nc(-c2ccc([N+](=O)[O-])cc2)cs1 (centres undefined) | 99 | 91 | 104 | 94 | 87 | 80 | 93 | 93 | 92
NC(=O)c1cccc(-n2ccc3cc(NC(=O)Nc4cccc(C(F)(F)F)c4)ccc32)n1 | 81 | 90 | 106 | 93 | 97 | 79 | 86 | 79 | 98
COc1ccc(-c2cc(-c3cc(OC)c(OC)c(OC)c3)c(C#N)c(=O)n2CCCCC(=O)NO)cc1 | 55 | 75 | 84 | 67 | 60 | 55 | 39 | 82 | 87
CSc1nc2c(c(=O)[nH]1)N=C1c3ccccc3C(=O)C1C(c1ccc(F)cc1)N2 (centres undefined) | 52 | 92 | 53 | 84 | 58 | 76 | 57 | nt | 79
Cc1nc2c(cnn2-c2ccccc2)c(=O)n1-c1ccc(NC(=O)c2ccccc2)cc1 | 72 | 96 | 80 | 54 | 89 | 79 | 70 | 55 | 81
COc1ccc2c(c1)CC[C@@H]1[C@@H]2CC[C@]2(C)C(=O)CC[C@@H]12 | 99 | 100 | 110 | 100 | 92 | 87 | 110 | 98 | 116
Nc1c(C(=O)c2ccc(F)cc2)sc2nc3c(cc12)CCCC3 | 90 | 81 | 85 | 78 | 77 | -2.9* | 45 | 85 | 73
COc1ccc2c(c1)C(=O)/C(=C/c1cccnc1OC)CC2 | 96 | 118 | 106 | 95 | 102 | 76 | 101 | 87 | 89
CCN1C(=O)/C(=C/c2ccc(Cl)cc2Cl)SC1=S | 103 | 97 | 123 | nt | 86 | 83 | 92 | 85 | 91
CCc1nc2c([nH]1)C(=O)c1ccccc1C2=O | 89 | 96 | 87 | 85 | 104 | 85 | 93 | 88 | 107
C/C=C/C(OC(C)=O)OC(C)=O | 102 | 101 | 110 | 95 | 99 | 82 | 102 | 98 | 126
Cc1cc(=O)oc2cc(OCCOc3ccc(/C=C/C(=O)Nc4ccccc4N)cc3)ccc12 | 19 | 63 | -25* | 46 | 39 | 3.9* | 16 | 25 | 11
Nc1nc(N)c2c(n1)NC1(C=C(O)c3ccccc31)C1=C(N2)c2ccccc2C1=O (centres undefined) | 105 | 123 | 118 | 104 | 92 | 95 | 107 | nt | 121
O=C1NC(=C(Cl)Cl)/C(=N/S(=O)(=O)N2CCCCC2CC2(C(F)(F)F)N=N2)N1 (centres undefined) | 85 | 98 | -18* | nt | -0.1* | -59* | 63 | 90 | 136
COCCOC(=O)C1=C(C)NC(C)=C(C(=O)OCCOC)C1c1cccc(C#N)c1 | 102 | 106 | 118 | 102 | 106 | 93 | 101 | 97 | 120
O=C(NNC(=O)c1ccc(-n2cc(-c3ccccc3)nn2)cc1)Nc1ccc([N+](=O)[O-])cc1 | 105 | 102 | 111 | 102 | 93 | 101 | 103 | 107 | 100
CCC(C)(O)Cc1ccc(Cl)cc1 (centres undefined) | 104 | 100 | 108 | 109 | 114 | 100 | 111 | 97 | 103
Cc1cccc(C(=O)O)c1N | 99 | 103 | 103 | 102 | 96 | 92 | 108 | 92 | 113
C=CCn1c(SCC(=O)Nc2ccc(C(=O)/C=C/c3cc(OC)c(OC)c(OC)c3)cc2)nnc1-c1ccccc1 | 90 | 104 | 101 | 93 | 87 | 83 | 102 | 88 | 110
CCOP(=O)(OCC)OC[C@]1(C)CC[C@]2(C)CC[C@]3(C)C(=C2C1)C=C[C@@H]1[C@@]2(C)CCCNC(C)(C)[C@@H]2CC[C@]13C | 91 | 103 | 91 | 81 | 84 | 95 | 85 | 94 | 111
COc1ccc(/C(C)=N/N=C2C(=O)Nc3ccccc32)cc1S(N)(=O)=O | 101 | 96 | 107 | 96 | 107 | 94 | 102 | 84 | 102

Some of the entries so far, with two lines to a compound.
Below each compound: NCI-H460, NCI-H322M, COLO 205, NCI-H23, IGROV1, NCI-H522, NCI/ADR-RES, NCI-H226, SK-OV-3
- COCCOC(=O)C1=C(C)NC(C)=C(C(=O)OCCOC)C1c1cccc(C#N)c1
 : 102, 106, 118, 102, 106, 93, 101, 97, 120
- COc1ccc(/C(C)=N/N=C2C(=O)Nc3ccccc32)cc1S(N)(=O)=O
 : 101, 96, 107, 96, 107, 94, 102, 84, 102

(next part)
SMILES | NCI-H460 | NCI-H322M | COLO 205 | NCI-H23 | IGROV1 | NCI-H522 | NCI/ADR-RES | NCI-H226 | SK-OV-3
CCC(=O)OC1=CN2C(=NC(c3ccc(N)cc3)=CC2c2ccc(OC)cc2)S1 (centres undefined) | 99 | 88 | 106 | 101 | 96 | 81 | 107 | 100 | 104
CC1=NC2=NN3C(=NN2C(c2ccccc2)=C1)N=NC(c1ccc(Br)cc1)=C3c1ccc(Br)cc1 | 112 | 101 | 112 | 105 | 99 | 99 | 119 | 102 | 116
O=c1[nH]c(O)c(/C=N\C(=S)Nc2cc(Cl)ccc2Cl)c(=O)[nH]1 | 107 | 101 | 99 | 104 | 108 | 87 | 103 | 84 | 88
O=[N+]([O-])c1cc(Cl)c2cccnc2c1O | 93 | 84 | 116 | 93 | 99 | 88 | 94 | 92 | 110
CN1C(=O)C(=Cc2ccc3c(c2)Cc2ccccc2-3)C(=O)N(C)C1=O | 108 | 98 | 118 | 105 | 109 | 94 | 109 | 95 | 99
NC(N)=N/N=C(\c1ccccc1)C(O)c1ccccc1 (centres undefined) | nt | 101 | 101 | 101 | 100 | 83 | 111 | 96 | 94
CCOC(=O)CC1CSC(N/N=C/c2ccc(F)cc2)=N1 (centres undefined) | 109 | 100 | 115 | 101 | 101 | 90 | 103 | 97 | 108
CC1=C(C(=O)OCc2ccccc2)C(c2cccc(Cl)c2Cl)n2c(nc3ccccc32)N1 (centres undefined) | 45 | 99 | 94 | 83 | 86 | 55 | 74 | 83 | 91
O=Cc1ccc(CN2C(=O)c3ccccc3C2=O)o1 | 107 | 108 | 109 | 103 | 92 | 93 | 121 | 114 | 99
O=C(O)CC(c1ccccc1)(c1ccccc1)c1ccccc1 | 88 | 91 | 91 | 91 | 97 | 95 | 88 | 98 | 99
O=c1[nH][nH]c(=O)c2c([N+](=O)[O-])cccc12 | 117 | 78 | 124 | 104 | 135 | 115 | 103 | 104 | 110
COc1ccc(C(=O)CSc2nc(Nc3cccc(S(N)(=O)=O)c3)c(C#N)c(C(C)C)n2)cc1 | 105 | 111 | 113 | 89 | 108 | 94 | 99 | 100 | 123
COc1cc(C2C=C(c3ccc(C)cc3)Nc3nc(SC)[nH]c(=O)c32)ccc1Oc1ccnc2cc(Cl)ccc12 (centres undefined) | 70 | 84 | 101 | 81 | 91 | 75 | 73 | 80 | 106
CC(=O)OCC(C)CCC1OC2CC3C4CCC5CC(OC(C)=O)CCC5(C)C4CCC3(C)C2C1C (centres undefined) | 102 | 101 | 102 | 104 | 101 | 98 | 106 | 96 | 102
O=S(=O)(NCCNc1nccc(-c2c(-c3cccc(F)c3)nc3sccn23)n1)c1ccc(C(F)(F)F)cc1 | 95 | 97 | 68 | 87 | 57 | 85 | 89 | 83 | 72
O=C(O)C1(C(=O)O)c2ccccc2-c2c1c1c3ccccc3[nH]c1c1c2[nH]c2ccccc21 | 87 | 79 | 100 | 84 | 70 | 77 | 93 | 102 | 88
CCOC(=O)CCC(=O)Oc1ccc2c(c1)C(=O)c1ccc(OC(=O)CCC(=O)OCC)cc1C2=O | 106 | 103 | 116 | 88 | 92 | 53 | 101 | 110 | 106
Cc1c(Cl)cccc1NC(=S)NC(=O)c1ccccc1 | 103 | 97 | 109 | 86 | 118 | 59 | 104 | 91 | 95
C(=C\c1n(Cc2ccc3ccccc3c2)c2ccccc2[n+]1Cc1ccc2ccccc2c1)/c1ccc(-n2c3ccccc3c3ccccc32)cc1 | 99 | 111 | 102 | 100 | 103 | 103 | 102 | 95 | 106
Cn1c(=O)c2c(nc(Br)n2CC(=O)Nc2ccc(Cl)cc2Cl)n(C)c1=O | 101 | 100 | 104 | 87 | 84 | 97 | 93 | 95 | 107
COC(=O)c1ccc(Cl)cc1OC | 95 | 108 | 106 | 94 | 68 | 68 | 105 | 108 | 107
Nc1cccc(C(=O)C2=Cc3cccn3Cc3cnnn32)c1 | 99 | 100 | 109 | 99 | 83 | 89 | 105 | 89 | 108
NS(=O)(=O)c1ccc(Nc2nc(N3CCOCC3)c3ccccc3n2)cc1 | 102 | 85 | 100 | 92 | 88 | 79 | 104 | 89 | 89
CC(=O)SC1CC(=O)OC1=O (centres undefined) | 102 | 107 | 93 | 94 | 91 | 91 | 93 | 97 | 91
COc1cc([N+](=O)[O-])c(OC)cc1Nc1ccccc1C(=O)O | 92&106 | 103&112 | 121&105 | 101&98 | 110&104 | 93 | 101&101 | 84&97 | 104&103
O=C(N/N=C/c1ccc(F)cc1)c1ccccc1Nc1cccc(C(F)(F)F)c1 | 101 | 111 | 120 | 104 | 103 | 93 | 107 | 96 | 95
COc1ccc(-c2cc(C(=O)Nc3nc4ccc(F)cc4s3)nc3cc(-c4ccccc4)nn23)cc1OC | 110 | 104 | 105 | 96 | 106 | 100 | 106 | 103 | 96
COc1ccc(-c2nc(SCC(C)C)nc(N/N=C\c3ccc(Cl)cc3)c2C#N)cc1 | 36 | 84 | 101 | 100 | 89 | 88 | 83 | 98 | 102
O=C(O)c1ccc(Nc2ccnc(SCC(=O)c3ccc(Cl)cc3)n2)cc1 | 105 | 105 | 107 | 92 | 97 | 94 | 99 | 99 | 98
O=C(/C=C/c1ccccc1)c1ccc(-n2cc(CN3CCN(c4cc5c(cc4F)c(=O)c(C(=O)O)cn5C4CC4)CC3)nn2)cc1 | 76 | 84 | 108 | 80 | 84 | 80 | 87 | 73 | 80
CC1/C=C/C=C/C=C/C=C/C=C/C=C/C=C/C(O[C@@H]2O[C@H](C)[C@H](O)[C@@H](O)[C@@H]2N)CC(O)C(C(=O)O)C(O)CC(=O)CC(O)CC(O)CC(O)CC(=O)CCCC(=O)CC(=O)OC1C(C)CC(C)C(O)CC(=O)c1ccc(N)cc1 (some centres undefined) | -82* | nt | -83* | -97* | -84* | nt | -100* | -93* | -100*
CCN(CC)CCCN1C(=O)c2c(c(C)c3c(oc4ccc(OC)cc43)c2C)C1=O | 108 | 102 | 92 | 104 | 95 | 94 | 96 | 32 | 109
O=c1cc2c(=O)oc3cc(O)c(O)oc3c2c(O)c1O | 106 | 96 | 136 | 98 | 106 | 98 | 99 | 106 | 106
CC(C)(C)c1cc(C=NCc2ccco2)c(O)c(C(C)(C)C)c1 | 108 | 97 | 116 | 105 | 102 | 76 | 104 | 97 | 108
O=C1CN(C2=Nn3c(nnc3-c3cc(C(F)(F)F)cc(C(F)(F)F)c3)SC2)CCN1 | 109 | 83 | 104 | 95 | 113 | nt | 100 | 82 | 93
CCCC(C)OCC(=O)O (centres undefined) | 103 | 97 | 108 | 109 | 105 | 101 | 107 | nt | 113
COc1cc(NC(=O)c2cc(OC)c3ccn(C)c3c2)cc2c1C[C@]1(C)CC[C@@H](O)C(C)(C)[C@H]1O2 | 49 | 90 | 52 | 80 | 68 | 76 | 83 | 106 | 53
COc1ccc2[nH]c(=O)c3c(c2c1)OC(N)=C(C#N)C31C(=O)c2ccccc2C1=O | 93 | 89 | 104 | 91 | 98 | 86 | 103 | 85 | 96
COc1ccc(-c2cc(-c3nnc(SCC(=O)Nc4ccc(/C(C)=N\O)cc4)n3-c3ccccc3)c3ccccc3n2)cc1OC | 104 | 102 | 105 | 101 | 101 | 80 | 101 | 109 | 99
CC(=O)Nc1c(C)nc(N)[nH]c1=O | 109 | 103 | 100 | 112 | 108 | 91 | 112 | 98 | 98

By substructure: the entries above containing a COOH group
SMILES | NCI-H460 | NCI-H322M | COLO 205 | NCI-H23 | IGROV1 | NCI-H522 | NCI/ADR-RES | NCI-H226 | SK-OV-3
Cc1cccc(C(=O)O)c1N | 99 | 103 | 103 | 102 | 96 | 92 | 108 | 92 | 113
O=C(O)CC(c1ccccc1)(c1ccccc1)c1ccccc1 | 88 | 91 | 91 | 91 | 97 | 95 | 88 | 98 | 99
O=C(O)C1(C(=O)O)c2ccccc2-c2c1c1c3ccccc3[nH]c1c1c2[nH]c2ccccc21 | 87 | 79 | 100 | 84 | 70 | 77 | 93 | 102 | 88
COc1cc([N+](=O)[O-])c(OC)cc1Nc1ccccc1C(=O)O | 92&106 | 103&112 | 121&105 | 101&98 | 110&104 | 93 | 101&101 | 84&97 | 104&103
O=C(O)c1ccc(Nc2ccnc(SCC(=O)c3ccc(Cl)cc3)n2)cc1 | 105 | 105 | 107 | 92 | 97 | 94 | 99 | 99 | 98
O=C(/C=C/c1ccccc1)c1ccc(-n2cc(CN3CCN(c4cc5c(cc4F)c(=O)c(C(=O)O)cn5C4CC4)CC3)nn2)cc1 | 76 | 84 | 108 | 80 | 84 | 80 | 87 | 73 | 80
CC1/C=C/C=C/C=C/C=C/C=C/C=C/C=C/C(O[C@@H]2O[C@H](C)[C@H](O)[C@@H](O)[C@@H]2N)CC(O)C(C(=O)O)C(O)CC(=O)CC(O)CC(O)CC(O)CC(=O)CCCC(=O)CC(=O)OC1C(C)CC(C)C(O)CC(=O)c1ccc(N)cc1 (some centres undefined) | -82* | nt | -83* | -97* | -84* | nt | -100* | -93* | -100*
CCCC(C)OCC(=O)O (centres undefined) | 103 | 97 | 108 | 109 | 105 | 101 | 107 | nt | 113
